# Assay outcomes deposited in PubChem BioAssay by several laboratories.
# Vc quorum ag – induces V. cholerae light production without autoinducers. V. cholerae BH1578 lux reporter, luminescence, 6 h. activation, % at 18.7 µM. 350,000 compounds, 0.16% hits. AID 588436; in the data active = activation mostly above about 9.7%, no sharp cut-off; inconclusive = no clear call, values can overlap the other calls; inactive = mostly below about 3.7%; note: not every result past the cut was called active; inactives centre near 0; reference of the scale not given here
# TcdB inh – inhibitors of Clostridioides difficile toxin B glycohydrolase; 350,000 compounds, 0.24% hits; AID 652162; inhibition, % at 9.99 µM; P18177; TcdB glycohydrolase enzymatic assay, plate reader; in the data active = inhibition above about 10%
# Rv3671c protease – inhibits the M. tuberculosis serine protease Rv3671c. 320,000 compounds, 0.048% hits. inhibition, % at 5.96 µM. P9WHR9; in the data active = inhibition above about 38%;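 note: extracellular domain of Rv3671c used as enzyme; 0% = enzyme with DMSO and 100% = no enzyme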
# VHR inh abs – inhibitors of human VHR1 phosphatase (DUSP3). inhibition, % at 13.3 µM. 290,000 compounds, 0.52% hits. recombinant VHR phosphatase, pNPP absorbance. P51452; in the data active = inhibition above about 50%; note: some compounds called inactive have numbers as strong as hits
# MazEF act – activators of E. coli MazEF toxin-antitoxin RNase; P0AE70; 350,000 compounds, 0.32% hits; activation, % at 20 µM; FAM/BHQ RNA-DNA oligo cleavage fluorescence, 5 h; in the data active = activation above about 50%
# SARS 3CLpro inh – SARS-CoV 3CLpro protease inhibition; 290,000 compounds, 0.14% hits; P0C6X7; recombinant SARS-CoV 3CLpro, quenched FRET peptide cleavage; inhibition, % at 6 µM; in the data active = inhibition above about 12%
# SSB-PriA inh – blocks PriA binding to SSB C-terminal tail; AlphaScreen SSBct-PriA binding, biotinylated peptide; inhibition, % at 33 µM; 430,000 compounds, 0.6% hits; AID 1272365; in the data active = inhibition mostly above about 37%, no sharp cut-off; inactive = mostly below about 20%;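 note: plate controls were negative control peptide for no effect and reference peptide for full effect; strong numbers were not always called active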
# PfHsp40 rescue – restores yeast growth despite PfHsp40 toxicity; 340,000 compounds, 0.68% hits; growth rescue, % at 12.5 µM; S. cerevisiae expressing PfHsp40, growth rescue, ATP luminescence; in the data active = growth rescue above about 28%, passing the limit was not always enough; inconclusive = no clear call, values can overlap the other calls;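 note: yeast W303a lacking pdr1 and pdr3 grown in galactose medium; growth measured after three days at 30 °C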
# Anthrax LF prot – blocks Bacillus anthracis lethal factor protease; AID 588501; inhibition, % at 10 µM; 360,000 compounds, 0.12% hits; multiplex microsphere protease cleavage assay, LF; P15917; in the data active = inhibition above about 30%; inconclusive = no clear call, values can overlap the other calls; note: plate controls were buffer without enzyme for full effect and enzyme alone for no effect
# Y pestis TopoI – blocks Yersinia pestis topoisomerase I activity; Y. pestis Topo-I cleavage product accumulation, plate reader; 360,000 compounds, 0.064% hits; activity, % at 10 µM; in the data active = activity above about 50%, passing the limit was not always enough; inconclusive = no clear call, values can overlap the other calls; note: inactives centre near 2
# Active calls of the source: *; i = inactive; ? = inconclusive; . = no result given; & = joins results of further samples. Some of the compounds tested; count on the stated rates, not on these rows.
SMILES,Vc quorum ag,TcdB inh,Rv3671c protease,VHR inh abs,MazEF act,SARS 3CLpro inh,SSB-PriA inh,PfHsp40 rescue,Anthrax LF prot,Y pestis TopoI
CCOC(=O)CNC(=O)COc1coc(CN2CCN(c3ccccc3F)CC2)cc1=O,-0.4,-2.6,4,2,11,1,3,-1.8,0,-1
COC(=O)CCCC(=O)NC(C)c1cnn(-c2ccccc2C)c1C (stereo unspecified),0.4,-0.4,-5,16,2,2,-3,1.0,-8,7
C=CC(=O)N1c2ccccc2Sc2ccc(NC(=O)OCC)cc21,i,.,-4,.,5,-3,-15,1.7,-1,21
CC1CCCCC1NC(=O)C1CCC(CNS(=O)(=O)c2ccc(F)cc2)CC1 (stereo unspecified),-1.4,1.5,1,0,11,0,-15,-1.2,-1,1
CC(C)n1c(=O)[nH]c2ccccc21,-0.5,1.2,-7,-11,8,-4,8,-0.2,-1,4
CCC(=O)Nc1cccc(NC(=S)NC(=O)c2ccccc2Cl)c1,i,.,-9,32,3,1,9,-0.6,-2,-3
COc1ccc(OC)c(NS(=O)(=O)c2ccc(NC(C)=O)cc2)c1,i,.,-4,12,6,2,-12,-0.8,-1,-5
COC(=O)CC1COc2ccccc2N1C(=O)c1cccc(C(F)(F)F)c1 (stereo unspecified),i,0.7,16,-5,4,4,1,0.1,-2,4
Cc1ccc(-n2ncc3c2CC(C)(C)CC3NC(=O)CCCN2CCCC2=O)cc1 (stereo unspecified),i,0.2,-3,8,6,-3,-6,-0.2,-4,12
CCn1c(SCC(=O)N2CCCCCC2)nc2c([nH]c3ccccc32)c1=O,i,-0.3,-13,24,-12,-2,-8,-0.6,1,6
COc1cccc(C(=O)NCC(=O)NCc2cc(=O)n(C)c(=O)n2C)c1OC,-0.3,0.3,-6,9,-1,-5,-13,0.0,2,-8
COc1ccc([C@H]2CC(=O)C=C(c3ccc(F)cc3OCc3ccccc3)C2)cc1,-0.7,-0.9,-8,.,-5,.,-4,0.5,-3,29
CCn1c(SCC(=O)N2CCOCC2)nc2c([nH]c3ccccc32)c1=O,i,2.4,-8,21,1,1,-6,0.0,1,-9
Cc1c(N2C(=O)/C(=C\c3ccc(N(C)C)cc3)N(C)C2=S)c(=O)n(-c2ccccc2)n1C,-0.4,.,-144,30,131*,0,7,0.2,0,20
COc1ccccc1CCN=C(N)NS(=O)(=O)c1cccs1,-0.5,1.0,-11,28,3,3,-5,-0.8,2,-2
COc1cc(C2C(C#N)=C(C)NC(C)=C2C#N)cc(OC)c1OC,i,.,3,40,4,1,-12,0.1,0,-4
O=C(CSc1nnc(CNC(=O)c2c(F)cccc2F)o1)c1ccc(Cl)cc1,-0.4,-1.6,.,.,3,.,8,.,-3,2
O=[N+]([O-])c1cc(CN2CCCC2)c2cccnc2c1O,-0.4,.,-6,2,2,-1,90*,11,0,5
Cc1ccc(-c2noc(CNC(=O)c3ccoc3C)n2)cc1,-0.3,-5.2,-5,-1,12,1,-1,0.3,-2,0
COc1ccc([N+](=O)[O-])cc1N(CC(=O)NCCSc1ccc(C)cc1)S(C)(=O)=O,-0.3,1.0,-8,-12,2,1,-5,0.6,-3,-11
CCOc1ccc(N2C(=O)CC(N3CCN(c4ccccc4F)CC3)C2=O)cc1 (stereo unspecified),-0.1,.,7,6,2,3,-20,1.3,1,-6
COc1cccc(NC(=O)CN2C(=O)CSc3ccc(S(=O)(=O)N4CCC(C)CC4)cc32)c1,i,-0.1,-2,-14,-1,11,8,-1.0,-2,-5
CC1CCN(C(=O)c2ccc(S(=O)(=O)N3CCCCCC3)cc2)CC1,i,0.1,0,.,2,.,3,-1.3,-4,-10
CCN1C[C@@H]2[C@@H]3C(=O)N(Cc4ccccc4)C(=O)[C@@H]3[C@](Cc3ccccc3)(C1=O)N2C(=O)c1ccc(Cl)cc1,-0.3,-1.4,.,.,-4,.,-14,3.1,-13,-1
COc1ccc(NS(=O)(=O)c2cc(NC(=O)c3ccc(F)cc3)ccc2OC)cc1,-0.6,.,-2,0,2,0,-4,1.4,-1,-7
Cc1nc(N[C@@H](Cc2ccccc2)C(=O)O)c2oc3ccccc3c2n1,-0.9,.,0,-8,0,0,-18,-0.7,0,4
C#CCOCCOCCOCCNc1nc(N2CCN(C(=O)Cn3cc(CCCN=C(N)N)nn3)CC2)nc(N2CCN(C(=O)Cn3cc(CC(C)O)nn3)CC2)n1 (stereo unspecified),-0.7,.,.,.,5,.,-4,1.6,5,3
O=C(N/N=C/c1cnc(N2CCCCC2)s1)c1ccc(C(F)(F)F)cc1,-0.2,0.5,-2,32,4,0,.,0.8,-3,1
O=C(COc1ccc(F)cc1)NNC(=O)c1cc2ccccc2oc1=O,-0.6,1.6,-9,-5,5,-1,-11,0.5,-2,3
C=CCn1c(SCc2ccc3nonc3c2)nnc1-c1cccs1,i,.,2,-4,-5,-3,-12,0.4,-2,5

# 11 compounds out of the list, sorted by count of non-hydrogen atoms, ascending.
SMILES,Vc quorum ag,TcdB inh,Rv3671c protease,VHR inh abs,MazEF act,SARS 3CLpro inh,SSB-PriA inh,PfHsp40 rescue,Anthrax LF prot,Y pestis TopoI
O=[N+]([O-])c1cc(CN2CCCC2)c2cccnc2c1O,-0.4,.,-6,2,2,-1,90*,11,0,5
Cc1ccc(-c2noc(CNC(=O)c3ccoc3C)n2)cc1,-0.3,-5.2,-5,-1,12,1,-1,0.3,-2,0
C=CCn1c(SCc2ccc3nonc3c2)nnc1-c1cccs1,i,.,2,-4,-5,-3,-12,0.4,-2,5
CC1CCN(C(=O)c2ccc(S(=O)(=O)N3CCCCCC3)cc2)CC1,i,0.1,0,.,2,.,3,-1.3,-4,-10
O=C(COc1ccc(F)cc1)NNC(=O)c1cc2ccccc2oc1=O,-0.6,1.6,-9,-5,5,-1,-11,0.5,-2,3
O=C(CSc1nnc(CNC(=O)c2c(F)cccc2F)o1)c1ccc(Cl)cc1,-0.4,-1.6,.,.,3,.,8,.,-3,2
CCOc1ccc(N2C(=O)CC(N3CCN(c4ccccc4F)CC3)C2=O)cc1 (stereo unspecified),-0.1,.,7,6,2,3,-20,1.3,1,-6
COc1ccc(NS(=O)(=O)c2cc(NC(=O)c3ccc(F)cc3)ccc2OC)cc1,-0.6,.,-2,0,2,0,-4,1.4,-1,-7
COc1cccc(NC(=O)CN2C(=O)CSc3ccc(S(=O)(=O)N4CCC(C)CC4)cc32)c1,i,-0.1,-2,-14,-1,11,8,-1.0,-2,-5
CCN1C[C@@H]2[C@@H]3C(=O)N(Cc4ccccc4)C(=O)[C@@H]3[C@](Cc3ccccc3)(C1=O)N2C(=O)c1ccc(Cl)cc1,-0.3,-1.4,.,.,-4,.,-14,3.1,-13,-1
C#CCOCCOCCOCCNc1nc(N2CCN(C(=O)Cn3cc(CCCN=C(N)N)nn3)CC2)nc(N2CCN(C(=O)Cn3cc(CC(C)O)nn3)CC2)n1 (stereo unspecified),-0.7,.,.,.,5,.,-4,1.6,5,3

# (next part)
SMILES,Vc quorum ag,TcdB inh,Rv3671c protease,VHR inh abs,MazEF act,SARS 3CLpro inh,SSB-PriA inh,PfHsp40 rescue,Anthrax LF prot,Y pestis TopoI
Cc1cccc(NC(=O)c2cc(Cl)ccc2[N+](=O)[O-])c1,-0.2,.,-9,-7,-5,2,11,0.3,2,-5
CC(C)Oc1ccc(C(=O)NC(Cc2c[nH]c3ccccc23)C(=O)NN)cc1 (stereo unspecified),i,-0.3,-26,14,7,0,4,-0.9,-9,-9
COc1ccc(CC(=O)Nc2nc(C)cs2)cc1S(=O)(=O)N1CCOCC1,i,3.1,4,.,3,.,-18,-0.4,-2,3
COc1ccccc1CN1CC(C(=O)N(C)CCOc2ccccc2)CCC1=O (stereo unspecified),-0.2,2.8,-7,-2,-2,5,-11,0.5,-1,9
O=C(NCc1ccco1)C1CCCN(S(=O)(=O)c2cccc3cccnc23)C1 (stereo unspecified),-0.4,0.7,-2,5,7,1,-3,-0.4,5,-12
NN/C(=C\[N+](=O)[O-])Nc1ccccc1,-3.0,2.2,10,20,0,2,23,-0.8,2,-8
CCc1ccc2c(CC(=O)Nc3cccc(S(=O)(=O)N4CCOCC4)c3)coc2c1,3.4,-1.2,-25,.,-2,.,-5,-0.7,0,21
O=C(O)c1ccc(Nc2nc(-c3ccccc3)nc3ccccc23)cc1,0.8,0.7,-45,-7,2,1,-4,3.9,-3,-14
c1ccc2sc(N3CCNCC3)nc2c1,-0.2,0.0,10,36,1,3,-1,-0.4,-7,6
Cc1nccc2c1[nH]c1ccc(Br)cc12,-0.7,-0.4,-2,.,-7,.,-7,0.3,-7,0
O=C(Nc1cccc(-c2nc3cccnc3s2)c1)C1c2ccccc2Oc2ccccc21,-0.1,0.8,.,-7,12,4,-5,-0.4,-5,7
CC1(C)CC2(CCO1)OC(=O)CC2C(=O)Nc1c(Cl)cccc1Cl (stereo unspecified),-0.7,1.0,8,2,8,7,-7,-1.4,-2,-7
COc1ccc2c3c1OC1CC(O)C=CC31CCN(C)C2 (stereo unspecified),-0.8&-0.4,0.2&0.0,-2&1,-8&29,7&1,3&0,4,-0.8&-0.9,4&-6,-13&0
Cc1cccc(NC2=C(C#N)C(=O)NC3(CCCC3)S2)c1,i,-0.5,0,17,0,-1,-16,1.9,-3,-8
CCOc1cccc(OCCOCCNC(C)(C)C)c1,-0.3,0.8,-3,2,2,1,-8,0.2,0,-3
Cc1ccccc1N(CC(=O)Nc1ccc(F)cc1)S(C)(=O)=O,i,.,5,25,2,-7,-10,0.6,0,0
CC(C)(C)c1nn(-c2ccccc2)c2[nH]c(=O)c(CNCc3ccco3)cc12,10,.,3,36,2,4,4,-1.1,-3,-5
COCCNC(=O)c1onc(CSc2ccccc2)c1C(=O)O,-0.5,-1.1,-12,20,10,1,4,0.2,-3,-9
Cc1ccc(Nc2nc(N)nc(CSc3nncn3C)n2)cc1,i,.,-5,-27,1,2,-9,0.2,-2,0
CCOC(=O)NCC(C#CCN(CC)CC)N(CC)CC (stereo unspecified),-4.2,.,0,14,5,3,-8,-1.3,1,1
COc1ccc(C(=O)NNC(=O)CSc2nc3c([nH]2)c(=O)n(C)c(=O)n3C)cc1,-0.9,-0.8,7,1,4,1,10,-0.6,-3,-1
Cn1cnc(S(=O)(=O)N2CCCCC2c2cc(C(=O)Nc3ccc(F)c(Cl)c3)no2)c1 (stereo unspecified),-0.4,2.1,.,.,.,.,.,.,-1,6
CCCCOC(=O)C1=C(C)NC(=O)NC1c1ccc([N+](=O)[O-])s1 (stereo unspecified),-0.3,.,2,1,11,7,0,1.2,-3,-12
Cc1cc(C)cc(N2CCCC2=O)c1,-0.4,.,-2,16,0,-3,5,-0.2,?,9
C=C(C)C(=O)Nc1cccc(C2=NOC3(C2)C[C@@H](C(N)=O)N(C(=O)/C(C)=C/C)C3)c1 (stereo partly specified),-0.9,1.1,2,26,-2,.,21,-0.5,1,3
CC(=O)Nc1ccc(NC(=O)CSc2nnc(C3CC3)n2-c2ccccc2)cc1,-0.2,1.6,-3,.,-21,.,-5,0.4,8,-5
FC(F)(F)c1cccc(Nc2cc(-c3ccccc3)nc3ncnn23)c1,i,1.1,0,12,-1,-4,-1,-0.8,4,-4
CCN(C[C@H]1N[C@@](CC)(C(=O)OC)[C@H]2C(=O)N(C)C(=O)[C@@H]12)C(=O)NC(C)C,-1.0,-2.0,3,.,3,.,-9,-0.1,-4,-5
